DDE Tn6 FP inh = inhibitors of Tn6 peptide binding to fibrin DD(E), primary screen, biochemical, fluorescence polarization, human fibrin, Tn6 probe. Fibrin DD(E) TRITC-Tn6 fluorescence polarization displacement. hit rate 0.21% among 370,000. Fibrinogen beta chain (Homo sapiens), P02675. inhibition, % at 8.3 µM;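 active = inhibition above a per-campaign cutoff: mean of compounds within control limits plus 3 SD, cut at about 15% in these data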;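 note: 0% = median of all compound wells on the plate and 100% = blocking peptide control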
LEDGF integ inh = blockers of LEDGF/p75-dependent integrase strand transfer – biochemical, TR-FRET, high throughput, primary screen | HIV-1 integrase (with human LEDGF/p75) | TR-FRET IN-LEDGF/p75 DNA integration, Eu/Cy5 | inhibition, % at 3.7 µM | hit rate 0.64% among 370,000 | AID 743269, 2014;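 active = inhibition above the screen-wide mean plus 3 SD, cut at about 13% in these data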;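 note: signal is the Cy5 over europium emission ratio at 671 and 618 nm; 0% = plate median of compound wells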
PLC-gamma1 inh = PLC-gamma1 enzyme inhibitors, primary screen, biochemical, fluorescence, purified enzyme | AID 720700, 2013 | hit rate 0.84% among 370,000 | 1-phosphatidylinositol 4,5-bisphosphate phosphodiesterase gamma-1 (Homo sapiens), P19174 | fluorogenic substrate | inhibition, % at 12.2 µM; in the data active = inhibition above about 9.5%
ASAP1 GAP inh = inhibitors of human ASAP1 ArfGAP activity, primary screen, biochemical, fluorescence polarization | Arf-GAP with SH3 domain, ANK repeat and PH domain-containing protein 1 (Homo sapiens), … | hit rate 0.19% among 360,000 | AID 624377, 2012 | inhibition, % at 16.5 µM | ASAP1-stimulated ARF1 GTP hydrolysis, GDP FP detection; in the data active = inhibition above about 25%;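 note: 0% = vehicle with enzyme and substrate and 100% = no enzyme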
Tn7 DDE FP = inhibitors of Tn7 peptide binding to fibrin DD(E), primary screen, biochemical, fluorescence polarization, human fibrin, Tn7 probe. FP displacement of FITC-Tn7 peptide from fibrin DD(E); 0% = median of compound wells per plate. Fibrinogen beta chain (Homo sapiens), P02675. inhibition, % at 8.3 µM. hit rate 0.13% among 370,000;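 active = inhibition above the mean of compounds falling within the control limits plus 3 SD of them, cut at about 14% in these data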;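 note: 0% = plate median of compound wells and 100% = 10 µM Aha-Tn7 peptide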
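Test system – human fibrin DD(E) · Times – 10 min preincubation, 3 h with tracer, room temperature · Detection – fluorescence polarization of the labelled Tn7 tracer · Measure – percent inhibition normalized to high-control wells · Benchmarks – high control wells with 10 µM unlabelled Aha-Tn7 peptide (full inhibition) · Repeats – singlicate testing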
ADAM10 inh = human ADAM10 inhibitors, primary screen, biochemical, QFRET, HTS | Disintegrin and metalloproteinase domain-containing protein 10 (Homo sapiens), O14672 | recombinant ADAM10, EDANS/DABCYL FRET peptide cleavage, 3 h | inhibition, % at 7 µM | hit rate 0.62% among 370,000 | AID 720582, 2013;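 active = inhibition above a per-campaign cutoff equal to the mean of compounds falling between control-based bounds plus 3 SD, cut at about 20% in these data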;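 note: 0% = DMSO wells while the 100% control is not disclosed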
Target sequence (O14672 214-748 limits assumed): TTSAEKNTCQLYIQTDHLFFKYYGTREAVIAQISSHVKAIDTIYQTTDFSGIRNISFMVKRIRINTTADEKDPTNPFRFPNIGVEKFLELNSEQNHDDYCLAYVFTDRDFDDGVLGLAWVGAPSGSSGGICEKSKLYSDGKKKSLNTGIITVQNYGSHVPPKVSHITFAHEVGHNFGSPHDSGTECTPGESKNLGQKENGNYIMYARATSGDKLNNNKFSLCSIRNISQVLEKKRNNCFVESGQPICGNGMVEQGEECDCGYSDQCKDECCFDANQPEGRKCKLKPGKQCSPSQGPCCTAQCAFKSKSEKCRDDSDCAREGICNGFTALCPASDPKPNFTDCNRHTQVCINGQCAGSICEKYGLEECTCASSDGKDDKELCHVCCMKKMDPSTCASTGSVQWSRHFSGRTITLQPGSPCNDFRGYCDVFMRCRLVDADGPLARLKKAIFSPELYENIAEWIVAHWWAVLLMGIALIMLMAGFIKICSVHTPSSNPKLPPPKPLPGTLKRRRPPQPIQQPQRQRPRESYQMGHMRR
KLK7 zymogen act = proKLK7 zymogen activators, primary screen, biochemical, fluorescence intensity. hit rate 0.9% among 370,000. activation, % at 7 µM. purified proKLK7, EDANS-DABCYL substrate fluorescence; 100% is mature enzyme control, 0% vehicle. Kallikrein-7 (Homo sapiens), P49862;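 active = activation above the mean of all tested compounds plus 3 SD, computed per campaign excluding outliers beyond control limits, cut at about 13% in these data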
Target sequence (P49862 whole entry, looked up): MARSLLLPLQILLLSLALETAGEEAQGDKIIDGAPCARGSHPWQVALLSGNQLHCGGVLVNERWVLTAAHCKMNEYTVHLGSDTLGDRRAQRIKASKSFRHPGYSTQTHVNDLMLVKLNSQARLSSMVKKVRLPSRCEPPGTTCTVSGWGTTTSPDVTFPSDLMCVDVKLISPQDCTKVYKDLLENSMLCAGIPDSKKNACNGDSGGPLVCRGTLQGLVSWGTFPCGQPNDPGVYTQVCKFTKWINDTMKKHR
ADAM17 inh = ADAM17 inhibitors, primary screen, biochemical, QFRET | Disintegrin and metalloproteinase domain-containing protein 17 (Homo sapiens), P78536 | recombinant ADAM17, EDANS/DABCYL FRET peptide cleavage | inhibition, % at 6.95 µM | hit rate 0.83% among 370,000 | AID 720648, 2013;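 active = inhibition above the mean of compounds lying between control limits plus 3 SD, set per campaign, cut at about 8.5% in these data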;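 note: 0% = DMSO-only wells as the low control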
TDP2 absorb = human TDP2 enzyme inhibitors, primary screen, biochemical, epi absorbance, recombinant enzyme; hit rate 0.34% among 370,000; T5PNP hydrolysis, p-nitrophenol absorbance 415 nm; inhibition, % at 12.8 µM; AID 720702, 2013;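 active = inhibition above the mean of all tested compounds plus 3 SD, set per campaign, cut at about 25% in these data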;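 note: 0% = DMSO with enzyme and 100% = buffer with substrate but no TDP2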
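Assay system: Recombinant human TDP2 | Quantity: 120 nM TDP2 per well | Incubation: 2 h at 37 °C | Signal: Epi absorbance | Evaluation: Percent inhibition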
ARFGAP1 inhibitor = inhibitors of rat ARFGAP1 GAP activity, primary screen, biochemical, fluorescence polarization, GDP tracer; Arfgap1-stimulated ARF1 GTP hydrolysis, GDP FP detection; hit rate 0.26% among 360,000; inhibition, % at 16.5 µM;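 active = inhibition above a per-plate limit, mean inhibition of low control wells plus 3 SD, cut at about 25% in these data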;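 note: 0% = DMSO wells with enzyme and 100% = wells lacking Arfgap1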
Target sequence (Q62848 1-136 limits assumed): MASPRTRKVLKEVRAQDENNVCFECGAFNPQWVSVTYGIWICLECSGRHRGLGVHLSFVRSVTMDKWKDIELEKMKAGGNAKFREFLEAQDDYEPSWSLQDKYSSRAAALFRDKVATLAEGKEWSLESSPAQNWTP
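System: truncated rat Arfgap1 GAP domain / Medium: HEPES-based buffer, pH 7.5 / Also added: N-terminally truncated human ARF1-GTP substrate / Incubation: enzyme reaction 120 min at 25 °C after 20 min preincubation / Measured by: FP of antibody-bound GDP Alexa 633 tracer, ex 620/em 688 nm / Replicates: singlicate, each compound tested once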
Active calls of the source: *.

SMILES	DDE Tn6 FP inh	LEDGF integ inh	PLC-gamma1 inh	ASAP1 GAP inh	Tn7 DDE FP	ADAM10 inh	KLK7 zymogen act	ADAM17 inh	TDP2 absorb	ARFGAP1 inhibitor
CCOc1ccc(NC(=S)NC(C)CCc2ccccc2)cc1 (stereo not drawn)	2	0	2	9	-6	0	-0.2	0	-1	17
CCC1(CC)NC(=O)N(CC(=O)OCC(=O)Nc2sccc2C#N)C1=O	6	4	3	-4	4	-6	0.5	1	4	-7
CC(=O)C1=C(O)C(=O)N(c2ccccn2)C1c1ccccc1[N+](=O)[O-] (stereo not drawn)	-5	-3	-21	-1	3	-23	-0.6	-14	14	-15
Cc1cc(C)c2c(=O)n3c(nc2c1)C(C)NC(=O)c1cccnc1-3 (stereo not drawn)	-9	-3	-1	7	0	-12	-0.6	-4	0	4
C=CCn1c(SCC(N)=O)nc2sc3c(c2c1=O)CCC3	2	-1	3	-6	12	6	-0.3	-2	3	5
Cc1nc(SCc2ccc(C(=O)O)cc2)c2c(C)c(C)sc2n1	3	5	7	4	-2	3	0.1	-2	0	-4
CCOC(=O)c1c(NC(=O)c2cccnc2Cl)sc(C(=O)N(C)C)c1C	3	-7	-20	8	-2	-3	-0.4	4	-3	2
CCC1=NN2C(=N)/C(=C/c3c(C)nn(-c4ccccc4)c3Cl)C(=O)N=C2S1	-4	-2	-20	5	2	-152	0.9	-41	1	4
COc1ccc(CCN(C)CCc2ccc(OC)c(OC)c2)cc1OC	-7	-5	3	17	-5	-12	-0.2	-4	1	7
Cc1ccc(OCC(=O)Nc2sc3c(c2C#N)CCC3)cc1C	-9	-1	0	-6	1	5	-0.1	-1	3	10
COc1cc(C=O)ccc1OS(=O)(=O)c1ccc(NC(C)=O)cc1	-2	2	3	-10	0	-2	-0.7	-2	5	-7
COc1ccc(-c2nc(CSCC(=O)N3CCN(C)CC3)c(C)o2)cc1OC	-3	4	2	0	-3	-5	-0.4	-1	-12	-4
CC(=O)C1C(c2ccc([N+](=O)[O-])cc2)C2C(C)=NN=C2CC1(C)O (stereo not drawn)	2	-1	2	-12	3	3	-0.1	0	-2	-3
CCN(c1ccccc1)S(=O)(=O)c1ccc2c(c1)N(C(C)=O)CCO2	-6	2	0	9	2	6	0.0	-1	4	8
CCOc1cc(C(=O)OCC(=O)Nc2cc(C)on2)cc(OCC)c1OCC	8	-6	-2	-11	6	-6	0.2	-2	-4	3
CC1=NN(c2ccc(C(=O)OC(C)C)cc2)C(=O)/C1=C\C=C\c1ccco1	-1	5	-1	13	-1	-2	0.5	2	2	5
CCCCNC(=O)CCC(=O)Nc1ncc(-c2ccc(C)cc2)n1C	-1	0	0	-6	1	1	0.1	-2	-6	-5
CCOc1ccccc1NC(=O)COC(=O)C1CCC(=O)N1 (stereo not drawn)	7	4	1	-5	1	-3	0.1	-3	-12	3
N#Cc1ccc(OCC(=O)OCCCOC(=O)COc2ccc(C#N)cc2)cc1	-2	-4	-2	-2	6	6	0.1	-2	13	4
O=C(CSc1nc(C(F)(F)F)cc(=O)[nH]1)Nc1nccs1	4	-5	-1	-8	-7	-7	0.2	-6	12	8
O=C(c1cc2ccccc2cc1O)N1CCN(c2ccccc2O)CC1	-4	3	-79	-6	-7	4	-5.1	0	-5	-2
O=C(CSCc1ccc(F)cc1)NCc1ccc2c(c1)OCO2	4	-1	0	1	10	0	-0.2	0	3	-2
OCC1(CCOc2ccccc2)CCN(CC2=Cc3cc(Cl)ccc3OC2)CC1	5	-5	-1	11	9	5	0.2	3	-16	2
COc1ccccc1/C=C(/C(=O)OCC(=O)Nc1cc(C)ccc1C)c1ccccc1	5	0	1	8	-5	2	0.0	0	-1	8
Cn1c(NCC(O)c2ccccc2)nc2c1c(=O)n(Cc1ccc(Cl)cc1)c(=O)n2C (stereo not drawn)	1	-1	2	2	-1	2	0.1	0	3	2
(more compounds)
SMILES	DDE Tn6 FP inh	LEDGF integ inh	PLC-gamma1 inh	ASAP1 GAP inh	Tn7 DDE FP	ADAM10 inh	KLK7 zymogen act	ADAM17 inh	TDP2 absorb	ARFGAP1 inhibitor
CC(NC(=O)COc1ccccc1)C(c1cccs1)N1CCCC1 (stereo not drawn)	-10	-3	1	9	-1	-7	-0.4	-7	-7	1
CCCn1ncc([C@@H]2C[C@H]3CN(Cc4cccc(Cl)c4)C(=O)[C@]34CCCN24)c1C	5	2	4	-23	2	3	-0.2	0	5	-1
CCn1ncc(CNC(=O)C2(C)CC2(Cl)Cl)c1C (stereo not drawn)	2	0	7	-12	1	10	-0.2	6	-1	6
CC12CN3CC(C)(CN(C1)C3c1ccc3c(c1)OCO3)C2 (stereo not drawn)	-10	-1	3	2	0	1	-0.6	-1	11	1
CCc1cc(=O)oc2cc(C)cc(OC(C)C(=O)NCCCN3CCOCC3)c12 (stereo not drawn)	3	-4	-119	-3	-2	-258	10	-81	-8	-2
C1CCC(NC2=NCCO2)CC1	1	-4	-3	3	-1	-1	0.2	-4	-5	-2
CCCOc1ccc(C(=O)NC(C)C(=O)O)cc1 (stereo not drawn)	9	-3	1	9	3	3	-0.3	-1	-8	-2
CCN(CC)P(=O)(Nc1ccccc1Br)c1ccc(N(C)C)cc1NC(=O)c1ccco1 (stereo not drawn)	5	6	-2	7	-4	-3	0.9	-1	15	-1
Cn1cc(S(=O)(=O)NC2CCCCCC2)c(=O)n(C)c1=O	-4	-4	-1	-1	2	1	-0.2	-2	11	-2
CCN(C(=O)c1ccc(S(=O)(=O)N2CCCCC2)cc1)C1CCS(=O)(=O)C1 (stereo not drawn)	0	-1	2	5	-3	-3	0.7	-5	5	3
CC(C)Oc1ccc(CN=C(N)N=C(N)N)cc1Cl	-2	-2	2	-4	5	0	0.2	-1	3	-1
O=C(Nc1ccccc1N1CCOCC1)c1cccnc1	-11	-4	2	-6	1	-5	-0.7	-5	2	-6
N#CC(C#N)=C1C=C2C=C(N3CCOCC3)CCC2CC1 (stereo not drawn)	-3	4	-2	8	-56	-22	4.8	-5	-12	-6
O=C(CSc1nc2cc(Cl)ccc2s1)N1CCCc2ccccc21	-3	0	0	-12	-2	4	0.2	7	-6	2
CCOc1ccc(NC2CCCCC2NS(=O)(=O)c2ccccc2)cc1 (stereo not drawn)	0	-5	-3	-13	5	-2	-0.3	1	-8	9
CCOC(=O)N1CCN(c2c(NCCCN3CCCC(C)C3)c(=O)c2=O)CC1 (stereo not drawn)	2	2	1	-6	-2	-3	-0.1	1	-6	0
NCCS(=O)(=O)O	6	3	0	3	1	-1	-0.4	-1	8	14
Cc1ccc(NC(CC(=O)c2ccccc2)c2ccc(F)cc2)cc1 (stereo not drawn)	1	-6	1	0	-1	2	0.1	-2	1	7
O=C1C2C3C=CC(C3)C2C(=O)N1c1ccc(-c2nc3ccccc3o2)cc1 (stereo not drawn)	8	-3	0	4	0	1	-0.1	-5	3	4
O=CNc1ccc(OC(=O)c2cncc(Br)c2)cc1	1	1	6	0	-7	4	0.4	3	-23	3
Cc1nc2ccccc2c(=O)n1/N=C/c1ccc(O)cc1	2	1	2	-14	5	-5	0.1	0	0	7
COc1ccc(C(=O)COC(=O)CN2C(=O)NC3(CC(C)CC(C)(C)C3)C2=O)c(OC)c1 (stereo not drawn)	3	2	1	-8	1	0	-0.9	-1	0	-6
O=C(COc1ccc(-c2ccccc2)cc1)NNC(=O)Nc1ccc(F)cc1F	-5	5	6	-2	-7	3	-0.4	5	-9	-6
O=C(Cc1ccccc1)Nc1ccnn1C1CCN(Cc2nccs2)CC1	0	1	3	-6	-3	3	0.4	-1	5	1
Cc1noc(C)c1S(=O)(=O)Nc1ccc(C(=O)N2CCN(c3ccc(F)cc3)CC2)cc1	-1	3	-2	-7	-5	0	-0.3	-1	4	1

In a second layout: entries from further up
Value order: DDE Tn6 FP inh	LEDGF integ inh	PLC-gamma1 inh	ASAP1 GAP inh	Tn7 DDE FP	ADAM10 inh	KLK7 zymogen act	ADAM17 inh	TDP2 absorb	ARFGAP1 inhibitor
> Cn1cc(S(=O)(=O)NC2CCCCCC2)c(=O)n(C)c1=O
 : -4	-4	-1	-1	2	1	-0.2	-2	11	-2
> CCN(C(=O)c1ccc(S(=O)(=O)N2CCCCC2)cc1)C1CCS(=O)(=O)C1 (stereo not drawn)
 : 0	-1	2	5	-3	-3	0.7	-5	5	3
> CC(C)Oc1ccc(CN=C(N)N=C(N)N)cc1Cl
 : -2	-2	2	-4	5	0	0.2	-1	3	-1
> O=C(Nc1ccccc1N1CCOCC1)c1cccnc1
 : -11	-4	2	-6	1	-5	-0.7	-5	2	-6

(next part)
SMILES	DDE Tn6 FP inh	LEDGF integ inh	PLC-gamma1 inh	ASAP1 GAP inh	Tn7 DDE FP	ADAM10 inh	KLK7 zymogen act	ADAM17 inh	TDP2 absorb	ARFGAP1 inhibitor
Cc1cc(NC(=O)C(C)C)n(-c2nc3ccccc3s2)n1	0	-2	0	14	0	-6	0.1	-2	5	-6
Cc1ccc(C(=O)Nc2cc(Cl)ccc2-n2cncn2)o1	-7	1	-18	15	-3	-4	-0.6	-5	-5	-2
Cc1ccccc1-c1nnc(NC(=O)c2ccc(N3C(=O)CCC3=O)cc2)s1	-3	0	-14	-7	3	-1	1.3	-2	5	0
CCOC(=O)CSc1nc2c(c(=O)n(Cc3ccccc3Cl)c(=O)n2C)n1C	0	-2	-4	-7	3	-2	-0.4	-5	3	17
O=C(NC1CC2CCCC(C1)N2C(=O)NCc1ccccc1)C1CC1 (stereo not drawn)	7	2	0	-1	3	-5	0.6	-1	10	-4
CCCCC(=O)N(C)c1c(CC)nc2c(OCC(N)=O)cccn12	2	-1	0	-7	2	-3	0.5	-2	9	6
CS(=O)(=O)N1CCCC(C(=O)Nc2ccc(F)c(F)c2)C1 (stereo not drawn)	-8	0	3	12	4	-6	0.2	-5	1	-10
O=S(=O)(Nc1ccon1)c1ccc(F)c(F)c1	-2	-2	2	3	-10	-8	0.4	1	-3	3
